KCNH2 3.1 inh = blocks the human KCNH2 3.1 channel isoform | U2OS KCNH2 3.1, thallium flux FluxOr; stronger effect = lower value | activity change, % (tested at about 1.8 µM) | 340,000 tested, 0.95% active | AID 720553;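 active means maximum activity change below -70%; inconclusive means maximum activity change from -70% to -50%; inactive means maximum activity change above -50%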;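 further: thallium influx rate constant from kinetic fluorescence after stimulation buffer; on the % scale 0 is the no-effect control and ±100 the full control effect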
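Thallium flux read-out: FluxOr dye with Red40 quencher in HBSS/HEPES, 45 min at RT. Rate constants from kinetic reads were normalized to positive and negative DMSO controls. Cells: U2OS virally expressing the 3.1 isoform.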
FLuc counter = firefly luciferase modulation, counter-screen for miR-21 project; P08659; purified FLuc, Km substrates, luminescence inhibition; Potency, µM (top dose mostly 57.5 µM), for the others: at the top dose activity change, negative = inhibition, most hits filed as inhibitors; 360,000 tested, 6.9% active; AID 588342;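 further: potency means the concentration at half of the fitted maximal effect; plate controls were vehicle for no effect and reference inhibitor for full effect; nearly all actives have a fitted effect of over 55% in size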
Target sequence (P08659 whole entry, looked up): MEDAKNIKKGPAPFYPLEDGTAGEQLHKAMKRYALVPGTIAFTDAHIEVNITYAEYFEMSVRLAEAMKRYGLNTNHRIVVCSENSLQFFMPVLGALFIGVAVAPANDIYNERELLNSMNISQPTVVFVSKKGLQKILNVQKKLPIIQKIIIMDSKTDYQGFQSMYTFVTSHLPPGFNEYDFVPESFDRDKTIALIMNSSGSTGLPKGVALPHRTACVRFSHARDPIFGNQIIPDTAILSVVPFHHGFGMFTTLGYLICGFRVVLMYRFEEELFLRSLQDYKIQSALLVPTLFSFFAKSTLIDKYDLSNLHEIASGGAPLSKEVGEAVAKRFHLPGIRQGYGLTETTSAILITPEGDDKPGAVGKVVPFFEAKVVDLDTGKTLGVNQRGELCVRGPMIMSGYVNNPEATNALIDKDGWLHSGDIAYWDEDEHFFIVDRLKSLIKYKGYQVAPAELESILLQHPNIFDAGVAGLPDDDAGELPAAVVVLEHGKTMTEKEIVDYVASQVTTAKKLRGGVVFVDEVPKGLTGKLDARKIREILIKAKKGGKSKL
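Biochemical qHTS of compounds, final roughly 60 µM downward over six points, against 10 nM purified firefly luciferase using Km concentrations of substrates (10 uM D-luciferin, 10 uM ATP) in Tris acetate pH 7.5 buffer; luminescence output.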
Coupling enz = inhibits coupling enzyme system, counter-screen for aldolase hits | coupling enzyme system counterscreen, AmpLite Red fluorescence | activity change, negative = inhibition, % at 58.2 µM, hits read low | 290,000 tested, 0.67% active | AID 2472; in the data active means activity change below about -30%; further: on the % scale 0 is the no-effect control and ±100 the full control effect
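First, compound is pin-transferred into glyceraldehyde-3-phosphate coupling-enzyme reagent at 57.5 uM final and held 10 min at RT. Next, substrate, coupling system and AmpLite Red are added. After 20 min RT, fluorescence (525/598 nm) is read.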
ELG1 genotoxic = inducers of genotoxicity in HEK293T ELG1-luciferase cells | HEK293T ELG1-luciferase reporter, luminescence, 16 h | Potency, µM (series often up to 46 µM), for inactives: at the highest dose activity change, positive = activation, usual class: activators | 330,000 tested, 1.3% active | AID 504466; further: potency means the concentration at half of the fitted maximal effect; % of control where 0% means no effect; nearly all actives have a fitted effect of over 60% in size
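HEK293T cells expressing luciferase-tagged ELG1 were exposed to compound or DMSO vehicle for 16 hr at 37 °C and 5% CO2. Luciferase activity was then measured with ONE-Glo after 30 min at room temperature.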
Tb PFK inh = T. brucei PFK enzyme inhibition; Potency, µM (top dose mostly 57.5 µM), for the others: at the highest dose activity, negative = inhibition, most hits filed as inhibitors; T. brucei PFK, ADP-Glo luminescence; O15648; 330,000 tested, 0.17% active;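 further: potency means the concentration at half of the fitted maximal effect; 0% = uninhibited 1x PFK enzyme wells and -100% = no-enzyme wells; nearly all actives have a fitted effect of over 60% in size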
Target sequence (O15648 whole entry, looked up): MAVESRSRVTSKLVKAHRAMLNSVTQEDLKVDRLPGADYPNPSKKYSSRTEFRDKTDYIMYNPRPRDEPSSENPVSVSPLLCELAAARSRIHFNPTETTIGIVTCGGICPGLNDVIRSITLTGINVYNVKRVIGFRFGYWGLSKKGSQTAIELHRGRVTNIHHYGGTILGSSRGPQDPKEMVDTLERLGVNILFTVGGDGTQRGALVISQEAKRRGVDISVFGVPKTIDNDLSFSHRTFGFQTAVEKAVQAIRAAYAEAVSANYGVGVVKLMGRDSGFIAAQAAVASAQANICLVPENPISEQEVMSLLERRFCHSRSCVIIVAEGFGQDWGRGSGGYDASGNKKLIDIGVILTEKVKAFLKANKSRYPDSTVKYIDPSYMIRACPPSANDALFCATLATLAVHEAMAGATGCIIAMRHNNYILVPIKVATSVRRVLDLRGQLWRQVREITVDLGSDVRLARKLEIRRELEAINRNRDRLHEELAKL
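Activity is normalized to no-enzyme wells (full inhibition) and 1.25 nM enzyme wells (no inhibition). Reaction: 0.5 mM F6P, 0.1 mM ATP, 45 min RT, ADP-Glo luminescence; concentration-response curves fitted and classed by quality.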
uPA generation = cell surface uPA generation inhibition; cell surface uPA generation assay, qHTS; Potency, µM (highest dose often 38.3 µM), for the others: at the top dose activity change, negative = inhibition, hits mostly inhibitors; 330,000 tested, 0.31% active; AID 540303; active means well fitted inhibition curve with a large enough effect; inconclusive means small, poorly fitted or top-dose-only effect; inactive means no such curve, though single readings can be large or run the other way; tested in mouse RAW 264.7 cells; further: potency means the concentration at half of the fitted maximal effect; on the % scale 0 is the no-effect control and ±100 the full control effect; nearly all actives have a fitted effect of over 55% in size
Giardia kill = Giardia lamblia killing | Giardia lamblia trophozoite viability | activity change, % at 7.66 µM, hits read low | 340,000 tested, 0.15% active | AID 540267; in the data active means activity change below about -80%; inconclusive means between about -30% and that limit;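 further: parasites exposed to compound for two days anaerobically before the ATP read; on the % scale 0 is the no-effect control and ±100 the full control effect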
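Anaerobic 48 hrs incubation at 37 deg C of 100 trophozoites/well with test compounds; ATPLite 1-Step luminescence, 15-30 min RT, reports cellular ATP as viability.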
NPC1 promoter act = activates the NPC1 promoter | 320,000 tested, 2.4% active | Huh7 NPC1 promoter luciferase reporter, 24 h | Potency, µM (highest dose often 9.22 µM), for the others: top-dose activation, most hits filed as activators | AID 485313;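 further: potency means the concentration at half of the fitted maximal effect; % of control where 0% means no effect; nearly all actives have a fitted effect of over 60% in size; reporter is driven by a mutant NPC1 promoter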
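In 1536-well qHTS, Huh7 cells harboring an NPC1 promoter–luciferase construct received compound for 24 h; activation was quantified by luminescence following luciferase reagent addition.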
RORgamma inh = ROR gamma (mouse) transcription inhibition. P51450. Drosophila S2 Gal4-RORgamma UAS-luciferase reporter, 20 h. Potency, µM (highest dose often 53.6 µM), for the others: at the highest dose activity change, negative = inhibition, actives largely listed as inhibitors. 310,000 tested, 5.4% active; further: potency means the concentration at half of the fitted maximal effect; on the % scale 0 is the no-effect control and ±100 the full control effect; nearly all actives have a fitted effect of over 60% in size
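Using a luciferase readout, inhibitors were identified by reduced reporter activity in Drosophila cells coexpressing a copper-inducible Gal4–ROR gamma fusion and UAS-driven Photinus luciferase, incubated 20 hr after 700 uM copper sulfate.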
VP16 counter = inhibits Gal4-VP16 luciferase reporter, ROR gamma counter-screen; Drosophila S2 Gal4-VP16 UAS-luciferase, luminescence, 20 h; Potency, µM (series often up to 53.6 µM), for the others: top-dose activity, negative = inhibition, hits mostly inhibitors; 310,000 tested, 3.5% active;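 further: Gal4-VP16 expression switched on by copper sulfate through the metallothionein promoter; potency means the concentration at half of the fitted maximal effect; on the % scale 0 is the no-effect control and ±100 the full control effect; nearly all actives have a fitted effect of over 50% in size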
Rab9 promoter act = Rab9 promoter activation | Huh7 Rab9 promoter-luciferase reporter, luminescence, 24 h | Potency, µM (highest dose often 9.22 µM), inactives show top-dose activation, negative = inhibition, hits mostly activators | 320,000 tested, 2.8% active | AID 485297; further: potency means the concentration at half of the fitted maximal effect; % of control where 0% means no effect; nearly all actives have a fitted effect of over 60% in size
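Luminescence read-out: Huh7 cells stably expressing Rab9-luciferase, treated 24 h with compound at 37 °C, then lysed with luciferase reagent for 10 min at ambient before reading.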
The depositor's hits bear a star; ? = inconclusive; nt = not tested or not shown; [ ] = remark or other dose. Unless noted, the call rests on the fitted dose curve; in most records, active means well fitted curve in the direction sought with a large enough effect; inconclusive means small, poorly fitted or top-dose-only effect, or another doubt; inactive means no such curve, though single readings can be large; an effect the other way counts as inactive or inconclusive.

SMILES | KCNH2 3.1 inh | FLuc counter | Coupling enz | ELG1 genotoxic | Tb PFK inh | uPA generation | Giardia kill | NPC1 promoter act | RORgamma inh | VP16 counter | Rab9 promoter act
CCOC(=O)N1CCC(Nc2nc(OC)nc(OC)n2)CC1 | 11 | -1% | 0 | -1% | 1% | -1% | 3 | 3% | -22% | -5% | 3%
COc1ccc(C)cc1NC(=O)C(OC(=O)CNC(=O)c1ccc(Oc2ccccc2)cc1)c1ccccc1 (centres undefined) | -3 | 0% | 1 | 4% | 0% | 8% | 2 | -3% | 4%[10 µM] | -6% | 1%
O=[n+]1c2c(n([O-])c3cc(F)c(F)cc31)CCCC2 | 0 | 0% | -4 | -1% | 1% | 5% | -5 | -3% | -15% | -3% | 0%
COCCN(C(=O)COC(=O)c1cnc(C)cn1)c1c(N)n(Cc2ccccc2)c(=O)[nH]c1=O | -13 | 8% | nt | 8% | -10% | 2% | 7 | -5% | nt | nt | 1%
CCOC(=O)CSCc1cn2cc(Cl)ccc2n1 | -6 | ? | 0 | 4% | 6% | 4% | -21 | -5% | -37% | -16% | 1%
CC(C)C(NC(=O)c1ccccc1)C(=O)N1CCN(C/C=C/c2ccccc2)CC1 (centres undefined) | -8 | 3% | nt | -4% | -7% | -12% | 22 | -3% | nt | nt | -2%
CCOC(=O)CNC(=S)N(CCCN1CCCC1)Cc1cccs1 | nt | 0% | 2 | 2% | 1% | -2% | 6 | -2% | -5% | -6% | -8%
Cc1cc(C)cc(N(CC(=O)Nc2ccccc2-c2ccccc2)S(=O)(=O)c2ccccc2)c1 | -7 | 0% | 6 | 1% | -10% | -2% | -6 | 0% | -2% | -9% | 10%
Cc1ccc(Cn2nnc3c(=O)[nH]c(C4CCN(S(=O)(=O)c5ccc(S(=O)(=O)NC6CC6)cc5)CC4)nc32)cc1 | -2 | -1% | 3 | -6% | 1% | -2% | -10 | -6% | 36% | -2% | 0%
CCN(CCCNC(=O)CC(C(=O)N1CCc2ccccc21)n1ccnc1)c1cccc(C)c1 (centres undefined) | nt | -3% | -7 | 4% | 0% | nt | -6 | 3% | 15% | 4% | 3%
Nc1ncc(CCN2CCOCC2)c(-c2ccc(F)cc2)n1 | -11 | 0% | -1 | 6% | 1% | -2% | -6 | 2% | -8% | -13% | 9%
COc1ccc(-c2nnn(CC(=O)N(CCCO)C(C(=O)NC3CCCC3)c3ccncc3)n2)cc1 (centres undefined) | -1 | 2% | 4 | 26% | -8% | 1% | 2 | 0% | 3% | 8% | -5%
O=C(CN1C(=O)NC2(CCc3ccccc32)C1=O)Nc1ccccc1OC(F)F (centres undefined) | -20 | 4% | nt | 0% | -5% | 2% | 12 | -14% | nt | nt | -5%
COc1ccc(NC(=O)c2cccc3c2C(=O)c2ccc(-c4ccc(F)cc4OCc4ccccc4)cc2S3(=O)=O)cc1 | -1 | nt | nt | 14% | 6% | -8% | -2 | nt | nt | nt | nt
COc1ccc(NCc2nnc(SCC(=O)Nc3nc(-c4ccccc4)cs3)n2-c2ccccc2)cc1 | -22 | -1% | 1 | ? | -5% | 5% | 18 | -5% | 8% | 5µM* | -11%
COCc1c(C)cc(C)c(/C=N/O)c1C | -6 | 1% | 4 | -4% | -1% | -8% | -3 | 1% | 5% | -4% | -13%
CC(=O)c1ccc(OCCCC(=O)NCC(c2ccco2)N(C)C)cc1 (centres undefined) | 17 | 3% | 0 | 1% | -3% | nt | 10 | -1% | -4% | -2% | -5%
CC1(C)C(=O)Nc2ccccc2N1C(=O)COc1ccc(S(=O)(=O)N2CCOCC2)cc1Cl | 9 | -1% | 0 | -7% | -5% | 2% | 18 | -3% | 22% | -3% | 7%
Cc1ccc(NC(=O)NCC2CC2(Cl)Cl)cc1 (centres undefined) | -1 | 11µM* | 2 | ? | -4% | -6% | 11 | 2.2µM* | 3% | 1% | 3.5µM*
CC(C)[C@H](NC(=O)C1CCC(CNC(=O)[C@@H]2CCCN2C(=O)OC(C)(C)C)CC1)C(=O)O (some centres undefined) | 20 | 1% | 4 | 0% | -2% | 5% | 6 | -1% | 5% | -5% | 2%
COc1cc(NC(=O)c2ccco2)c(C(=O)O)cc1OC | -8 | -18% | -15 | -5% | 6% | nt | 8 | 0% | -17% | 1% | 0%
Cc1nc(NC(=O)CSC2=NCCS2)sc1C(=O)N(C)C | -7 | 1% | nt | -12% | -6% | -6% | 19 | 0% | -1% | 4% | 2%
CNC(=O)NC(=O)Cn1cnc2sc(-c3ccccc3)cc2c1=O | -2 | 2% | 0 | 2% | -1% | -4% | 3 | -2% | 16% | 8% | -2%
O=C(COc1ccccc1N1C(=O)C2C3C=CC(C3)C2C1=O)c1ccccc1 (centres undefined) | 2 | 4% | 3 | -1% | -1% | -1% | -14 | 4% | 9% | -7% | 0%
Cc1ccc(S(=O)(=O)N(C)C)cc1NC(=O)Cn1c(CN2CCOCC2)nc2ccccc2c1=O | 4 | -2% | -1 | -8% | 0% | 6% | -9 | -3% | 23% | 7% | 1%

New compounds follow
SMILES | KCNH2 3.1 inh | FLuc counter | Coupling enz | ELG1 genotoxic | Tb PFK inh | uPA generation | Giardia kill | NPC1 promoter act | RORgamma inh | VP16 counter | Rab9 promoter act
CCc1cccc(NC(=S)Nc2cccc3ccccc23)c1 | -1 | -2% | -2 | 0% | -2% | -8% | -1 | 10% | 4µM* | 7.9µM* | 1%
O=C(NC(CO)Cc1ccc([N+](=O)[O-])cc1)C(Cl)Cl (centres undefined) | 28 | 10% | 3 | 0% | -7% | 8% | -19 | -3% | 2% | -1% | -3%
CCC(CC)C(=O)NCCc1ccc(OC)cc1 | 14 | -2% | 0 | 2% | 3% | 2% | -5 | 0% | -1% | -3% | -6%
CCc1ccc(NC(=O)CCc2nc3sc4c(c3c(=O)[nH]2)CCCC4)cc1 | -2 | 4% | nt | 10% | -1% | 3% | -5 | 1% | nt | nt | -3%
CC(C)CN(CC(C)C)c1nc(N)c(C#N)c(CC#N)c1C#N | -8 | 1% | 0 | 0% | -1% | 0% | -20 | 1% | 0% | 3% | -8%
CC(C)Cc1cc(C(=O)N2CCC(N3CCC(C(=O)N4CCCC4)CC3)CC2)n[nH]1 | -18 | 2% | 4 | 3% | 4% | 0% | -25 | 1% | 0% | 1% | -32%[inhibitor]
O=C(CSc1ncnc2c1nnn2Cc1ccc(F)cc1)NCC1CCCO1 (centres undefined) | 4 | 2% | 1 | 0% | -11% | ? | -25 | -4% | ? | ? | 10%
COc1cccc(C(=O)Nc2cc(OC)ccc2NC(=O)c2ccco2)c1 | nt | 0% | nt | -11% | 1% | -3% | 13 | 8% | 1% | 4% | -3%
CCOC(=O)c1sc(NCC2CCCO2)nc1C (centres undefined) | 7 | -18% | 1 | ? | -13% | 4% | -3 | 12% | 13% | 13% | 24%
COC(=O)C1=CN(Cc2ccc(F)cc2)C=C(C(=O)OC)C1c1ccc(O)c(OC)c1 | -11 | -1% | -2 | -2% | 3% | 12% | 26 | -5% | 19% | 6% | 6%
Cc1cccc(OCC2Cn3c(nc4c3c(=O)[nH]c(=O)n4C)O2)c1 (centres undefined) | -9 | 1% | 4 | -10% | 2% | -2% | -15 | -3% | 11% | -1% | 1%
Cc1cc(C(=O)N2CC=C(c3ccccc3)CC2)c2ccccc2n1 | 19 | 3% | nt | 0% | 4% | -9% | 3 | -23% | nt | nt | -24%
O=c1[nH]c(CCl)nc2cc(-c3ccc(Cl)cc3)sc12 | 0 | 0.11µM* | -1 | ? | 2% | -14% | -25 | -5% | 7.1µM* | ? | -41%[inhibitor]
CCOC(=O)N1CCC(=NNC(=O)Cn2ccc(C(F)(F)F)n2)CC1 | -7 | -3% | 0 | -5% | -11% | 8% | 7 | -4% | 16% | -7% | 1%
O=C(OCC1COc2ccccc2O1)c1c(F)cccc1F (centres undefined) | -9 | 15µM* | -1 | ? | 0% | 2% | 0 | -1% | 6% | -3% | 10%
CC(C)NC(=O)CN(C(=O)CCC(=O)Nc1ccccn1)c1ccc(F)c(Cl)c1 | -1 | 0% | 3 | 2% | 0% | -5% | 1 | 2% | 22% | 1% | 5%
COCC(C)n1c(SCC(=O)N2CCCCC2)nc2ccccc2c1=O (centres undefined) | -14 | 0% | -1 | -5% | 1% | 5% | -7 | 2% | 14% | 3% | -5%
CC(C)Nc1nc(Cl)nc(Nc2ccccc2)n1 | 8 | ? | 3 | ? | -1% | -13% | -6 | 28% | ? | ? | 13%
CCC(C)NC(=O)Nc1ccccc1C (centres undefined) | -1 | -2% | 0 | -5% | 6% | -3% | -9 | 2% | -25% | -9% | 0%
CCn1c(SCC(=O)NC2CC2)nnc1-c1cccc(OC)c1 | 0 | -14% | -2 | -2% | 0% | -1% | -6 | -1% | nt | nt | -3%

From PubChem BioAssay

Compounds as they come; overall some 14% were active at least once.
